PAD4 inh: human PAD4 inhibitors, primary screen, biochemical, fluorescence polarization, 1536-well format; Protein-arginine deiminase type-4 (Homo sapiens), Q9UM07; recombinant PAD4, RCA probe fluorescence polarization; inhibition, % at 6.36 µM; actives 0.41% (n = 330,000);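 active = percent inhibition above a cutoff equal to the mean of all tested compounds plus 3 SD, cut at about 15% in these data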;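 also: 0% = PAD4 with RCA probe and DMSO and 100% = probe without PAD4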
PAFAH1B2 FP inh: PAFAH1B2 enzyme inhibitors, primary screen, biochemical, fluorescence polarization, human; Platelet-activating factor acetylhydrolase IB subunit alpha2 (Homo sapiens), P68402; recombinant PAFAH1B2, FP-rhodamine activity probe; inhibition, % at 3.39 µM; actives 1.2% (n = 340,000); AID 492953, 2010;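 active = inhibition above the mean of all tested compounds plus 3 SD, cut at about 24% in these data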;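 also: 0% = enzyme with DMSO and 100% = wells lacking PAFAH1B2; many of its hits are not listed in these tables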
PME-1 primary: PME-1 inhibitors via competitive probe labeling, primary screen, biochemical, fluorescence polarization, FP-Rh probe, HTS; Protein phosphatase methylesterase 1 (Homo sapiens), Q9Y570; recombinant PME-1; inhibition, % at 5.9 µM; actives 0.53% (n = 320,000); AID 2130, 2009;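 active = inhibition above the campaign mean of all compounds plus 3 SD, cut at about 26% in these data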;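 also: competitive labeling of PME-1 active site by serine hydrolase directed probe; 0% = PME-1 with DMSO and 100% = wells lacking PME-1 enzyme; inhibitors block probe labeling so polarization falls and inhibition rises; many of its hits are not listed in these tables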
Target sequence (Q9Y570 whole entry, looked up): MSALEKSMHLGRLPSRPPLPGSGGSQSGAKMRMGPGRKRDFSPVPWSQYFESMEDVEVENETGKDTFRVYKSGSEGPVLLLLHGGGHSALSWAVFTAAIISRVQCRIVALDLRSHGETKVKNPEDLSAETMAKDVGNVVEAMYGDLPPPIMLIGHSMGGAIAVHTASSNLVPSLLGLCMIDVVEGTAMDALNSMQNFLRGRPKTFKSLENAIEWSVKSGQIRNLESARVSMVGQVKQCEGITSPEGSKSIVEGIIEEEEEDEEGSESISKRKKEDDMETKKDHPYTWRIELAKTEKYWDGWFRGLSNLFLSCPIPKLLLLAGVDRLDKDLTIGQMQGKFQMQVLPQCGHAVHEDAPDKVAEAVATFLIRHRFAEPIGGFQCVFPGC
pPAFAH inh: pPAFAH enzyme inhibitors, primary screen, biochemical, fluorescence polarization, human | inhibition, % at 3.39 µM | actives 1.5% (n = 330,000) | recombinant pPAFAH, FP-rhodamine probe fluorescence polarization | Platelet-activating factor acetylhydrolase (Homo sapiens), Q13093;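 active = inhibition above the mean inhibition across the screen plus 3 SD, cut at about 25% in these data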;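 also: inhibitors block binding of the rhodamine activity-based probe so polarization drops; 0% = enzyme with DMSO and 100% = wells lacking pPAFAH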
PAFAH1B3 FP inh: PAFAH1B3 enzyme inhibitors, primary screen, biochemical, fluorescence polarization, human; Platelet-activating factor acetylhydrolase IB subunit alpha1 (Homo sapiens), Q15102; recombinant PAFAH1B3, FP-rhodamine probe; inhibition, % at 3.39 µM; actives 0.28% (n = 340,000);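 active = inhibition above the screen-wide average of all tested compounds plus 3 SD, cut at about 25% in these data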;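 also: 0% = enzyme with DMSO only and 100% = wells lacking PAFAH1B3 protein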
GSTO1 counter: inhibitors of recombinant GSTO1, primary screen, counter-screen for RBBP9 inhibitor project, biochemical, fluorescence polarization; Glutathione S-transferase omega-1 (Homo sapiens), P78417; activity-based probe fluorescence polarization; inhibition, % at 5.96 µM; actives 1.1% (n = 300,000);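 active = inhibition above the campaign mean inhibition plus 3 SD, cut at about 35% in these data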;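 also: 0% = GSTO1-1 with DMSO and 100% = wells lacking GSTO1-1 enzyme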
Target sequence (P78417 whole entry, looked up): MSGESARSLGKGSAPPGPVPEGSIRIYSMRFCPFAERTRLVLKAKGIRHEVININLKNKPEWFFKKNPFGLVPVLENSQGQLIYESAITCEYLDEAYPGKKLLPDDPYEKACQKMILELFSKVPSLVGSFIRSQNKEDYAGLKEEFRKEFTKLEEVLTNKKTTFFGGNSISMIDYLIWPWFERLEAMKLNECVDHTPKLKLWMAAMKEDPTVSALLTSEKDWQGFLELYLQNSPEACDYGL
LYPLA1 inh: LYPLA1 inhibitors, primary screen, counter-screen for PME1 inhibitor project, biochemical, fluorescence polarization, FP-Rh probe ABPP; Acyl-protein thioesterase 1 (Homo sapiens), O75608; recombinant LYPLA1; actives 0.16% (n = 320,000); inhibition, % at 5.9 µM;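 active = inhibition above the mean of all tested compounds plus 3 SD, set per campaign, cut at about 14% in these data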;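 also: inhibitors block serine hydrolase probe labeling of LYPLA1 so polarization falls; 0% = enzyme with DMSO and 100% = wells lacking LYPLA1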
Target sequence (O75608 whole entry, looked up): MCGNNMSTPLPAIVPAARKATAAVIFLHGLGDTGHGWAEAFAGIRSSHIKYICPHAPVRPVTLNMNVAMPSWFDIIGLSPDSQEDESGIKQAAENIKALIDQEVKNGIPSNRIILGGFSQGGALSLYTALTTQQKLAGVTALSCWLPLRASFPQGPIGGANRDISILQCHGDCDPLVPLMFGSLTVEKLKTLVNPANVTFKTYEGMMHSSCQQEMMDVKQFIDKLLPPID
LYPLA2 inh: LYPLA2 inhibitors, primary screen, counter-screen for PME1 inhibitor project, biochemical, fluorescence polarization, FP-Rh probe ABPP | Acyl-protein thioesterase 2 (Homo sapiens), O95372 | recombinant LYPLA2 | inhibition, % at 5.9 µM | actives 0.38% (n = 320,000) | AID 2177, 2009;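 active = inhibition above the screen-wide mean plus 3 SD, limit set per campaign, cut at about 26% in these data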;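 also: 0% = LYPLA2 with DMSO and 100% = wells lacking LYPLA2 enzyme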
PREPL inh: PREPL enzyme inhibitors, primary screen, biochemical, fluorescence polarization. recombinant PREPL, fluorescence polarization activity-based probe. AID 2751, 2010. Prolyl endopeptidase-like (Homo sapiens), Q4J6C6. actives 0.68% (n = 320,000). inhibition, % at 5.96 µM; in the data active = inhibition above about 43%;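 also: 0% = enzyme with DMSO and 100% = wells lacking enzyme; many of its hits are not listed in these tables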
* = called active by the depositor; . = no result given.

Below each SMILES: PAD4 inh	PAFAH1B2 FP inh	PME-1 primary	pPAFAH inh	PAFAH1B3 FP inh	GSTO1 counter	LYPLA1 inh	LYPLA2 inh	PREPL inh
> Cc1ccc(C)c(N(C)S(=O)(=O)c2cccc3nsnc23)c1
    3	1	-6	-12	3	-3	-2	-5	4
> O=C(NC(=S)NCCC1=CCCCC1)c1cncc(Br)c1
    -1	11	9	8	4	-10	-4	-9	21
> O=C(/C=C/c1cccnc1)c1ccc([N+](=O)[O-])cc1
    4	-3	5	3	-3	0	-5	-1	8
> O=C(NC(=O)c1csnn1)Nc1ccccc1Cl
    -6	9	1	3	11	9	0	3	5
> COc1ccc(NC(=O)CNS(=O)(=O)c2cccs2)cc1
    -2	5	3	7	0	5	0	5	-4
> CN1CCN(C2CCN(c3ccc(Nc4nnc(Cl)c(Nc5ccccc5S(C)(=O)=O)n4)c(OC(CF)CF)c3)CC2)CC1
    -1	2	.	1	0	.	.	.	27
> Cc1nc(NC(=O)CN(C)S(=O)(=O)c2ccc(Cl)cc2)sc1C
    -4	12	7	1	6	5	3	2	-10
> CCCCn1c(C(C)NC(=O)COC)nc2ccccc21 (configuration not stated)
    -3	-5	-2	9	-1	-7	0	3	-5
> O=C(COC(=O)c1ccccc1SCC(=O)N1CCCC1)NC1CCCCC1
    2	2	-5	4	4	-8	2	4	-12
> COc1ccc2nc(SCC(=O)C(C)(C)C)[nH]c2c1
    1	4	1	2	-2	4	3	0	-6
> Cc1ccccc1N(CC(=O)NC(C)(C)C)C(=O)CS(=O)CC(=O)Nc1ccc2c(c1)OCO2 (configuration not stated)
    -3	7	0	0	11	-3	2	5	26
> Cc1ccc(C(=O)Nc2nc(-c3ccc([N+](=O)[O-])cc3)cs2)o1
    -1	-10	-8	4	-28	2	-1	-5	-1
> CSc1ccccc1NC(=O)CSc1nnnn1-c1ccccc1SC
    3	1	5	2	7	5	0	-1	-23
> COc1cc(C2N(C)C(=O)c3ccccc3N2C)ccc1O (configuration not stated)
    -4	0	-7	0	6	2	2	1	18
> COc1ccccc1NS(=O)(=O)c1ccc(N/N=C(\C)C(C)C)c([N+](=O)[O-])c1
    2	8	23	10	13	-1	4	3	18
> Cc1cc(OCC(=O)Nc2ccccn2)c2c(C)cc(=O)oc2c1
    -1	2	0	3	0	-2	-2	6	1
> COc1ccc(-n2c(COc3ccccc3)nnc2SCc2ccc(C#N)cc2)cc1
    -4	8	2	4	-3	-8	2	10	9
> N#CC1(Cc2ccc([N+](=O)[O-])cc2)c2ccccc2C=CN1C(=O)c1ccccc1 (configuration not stated)
    -5	-2	5	5	6	-8	-3	-4	-16
> Cc1cc(CN(C)C(=O)c2ccc(OC3CCN(Cc4ccccn4)CC3)cc2)on1
    -1	-3	1	7	16	11	-2	-7	-1
> Cn1c(N)c(C(=O)CSc2ccccn2)c(=O)n(C)c1=O
    3	0	1	-1	3	3	4	1	6

(listing goes on)
Below each SMILES: PAD4 inh	PAFAH1B2 FP inh	PME-1 primary	pPAFAH inh	PAFAH1B3 FP inh	GSTO1 counter	LYPLA1 inh	LYPLA2 inh	PREPL inh
> CCC(=O)N1CCN(C(=O)CC)C1c1ccccc1
    -5	5	-3	2	0	4	-1	2	1
> COC(=O)c1sc(C(C)(C)C)cc1CS(=O)(=O)c1ccccn1
    -1	-4	0	1	9	7	0	-5	5
> COCC(C)NCc1ccc(C)cc1C (configuration not stated)
    -1	2	4	1	4	5	0	4	7
> O=C(NCCCNC1CCCCC1)c1ccc(/C=N/O)nc1
    -1	-1	-1	4	3	-3	1	3	-5
> CCOC(=O)c1cnc(-n2nc(C)cc2C)nc1-n1nc(C)cc1C
    1	-3	-2	2	4	2	1	0	2
> S=C(NCc1ccccc1)NC1CCCc2ccccc21 (configuration not stated)
    -2	.	2	0	.	-7	-4	-4	14
> COc1ccccc1C(=O)NNC(=O)C(=O)NC(C)(C)C
    0	-2	-1	1	4	3	3	-1	2
> CC(=O)N/C(=C/c1ccc(OC(F)F)cc1)C(=O)O
    0	3	3	1	7	1	7	5	-6
> Cc1cc2c(ncn2Cc2ccccc2)c(N)c1C
    2	7	-3	4	9	3	1	4	1
> Cc1c(C(=O)OCC(=O)NCC2CCCO2)oc2ccccc12 (configuration not stated)
    2	8	.	6	14	.	.	.	2
> CN1CCN(C(=O)c2ccccc2Nc2ccc(SC(F)F)cc2)CC1
    -2	0	8	8	7	-1	-2	-1	37
> CN1C(=O)CC[C@H]1c1cccnc1
    1	.	-1	-3	.	6	3	4	7
> NC(=O)c1nsc(C(=O)N(CC(=O)NCc2ccc3c(c2)OCO3)C2CCCC2)c1N
    -1	4	3	-2	-1	-3	0	-4	14
> Cc1cc(Cl)cc(C)c1OCC(=O)O
    -1	3	-4	-3	-2	8	-1	1	3
> FC(F)(F)c1nnc2sc(-c3ccccn3)nn12
    0	-2	1	0	-1	4	0	2	5
> Nn1c(SCC(=O)N2CCOCC2)nnc1-c1ccco1
    1	0	-2	4	2	6	-4	-1	1
> COc1ccccc1CNC(=O)c1cn(C)c2ccc(S(=O)(=O)N3CCCC3)cc2c1=O
    2	5	-2	6	-2	8	1	-5	2
> Cc1ccccc1NS(=O)(=O)c1ccc(OCC(=O)NCc2ccccn2)cc1
    -3	2	2	29*	10	7	0	-3	-9
> CC(=O)Nc1ccc(NC(=O)CSc2nc3ccccc3nc2N2CCC(C)CC2)cc1
    4	-8	2	7	2	1	-5	-1	2
> C=CCn1cc(/C=N/N2C(=O)C3C4C=CC(C4)C3C2=O)c2ccccc21 (configuration not stated)
    -6	3	1	0	0	-4	-1	6	0

Entries of single compounds as entered above. Order of values: PAD4 inh, PAFAH1B2 FP inh, PME-1 primary, pPAFAH inh, PAFAH1B3 FP inh, GSTO1 counter, LYPLA1 inh, LYPLA2 inh, PREPL inh
`COC(=O)c1sc(C(C)(C)C)cc1CS(=O)(=O)c1ccccn1` is listed with -1, -4, 0, 1, 9, 7, 0, -5, 5
`CCC(=O)N1CCN(C(=O)CC)C1c1ccccc1` is listed with -5, 5, -3, 2, 0, 4, -1, 2, 1

The list goes on.
Below each SMILES: PAD4 inh	PAFAH1B2 FP inh	PME-1 primary	pPAFAH inh	PAFAH1B3 FP inh	GSTO1 counter	LYPLA1 inh	LYPLA2 inh	PREPL inh
> O=C(/C=C/c1ccccc1)C1=C(O)C(=O)N(CCO)C1c1cccc([N+](=O)[O-])c1 (configuration not stated)
    1	.	-3	1	.	-22	-1	-4	13
> Cc1ccc(S(=O)(=O)Nc2ccc3ncccc3c2)cc1
    3	9	-19	-2	-2	6	1	-1	-9
> COC/C=C/C1=CC2=CC(=O)C(C)(OC(=O)c3cnc4ccccc4n3)C(=O)C2=CN1CCOC (configuration not stated)
    -2	-2	-3	7	-1	10	-2	1	4
> Cc1ccc(NC(=O)CSc2nnc(Cc3csc(C)n3)o2)cc1
    -4	8	4	-3	7	.	3	-3	14
> C=CCNC(=S)Nc1ccc(C)c(S(=O)(=O)N2CCCCC2)c1
    0	2	-3	-3	7	0	-2	4	-3
> O=C(COC(=O)/C=C/c1cccs1)NC1CC1
    -2	1	-12	-10	4	-7	-3	-5	1
> CC(C)C(=O)Nc1nnc(Cc2ccccc2)s1
    -2	3	-4	-6	-1	5	1	1	-5
> CC(C)(C)n1nnnc1C(c1cccs1)N1CCCc2ccccc21 (configuration not stated)
    2	3	9	0	7	9	1	1	17
> CCS(=O)(=O)N1CCCC(C(=O)NCCc2ccccc2)C1 (configuration not stated)
    2	3	-10	-4	6	8	-2	-11	15
> CN(C)C(C)(C)C#CCCCCC#CC(C)(C)N(C)C
    1	8	-2	2	5	6	-1	1	-1
> COc1ccc(N2CCN(C(=O)c3ccc4c(c3)NC(=O)C(CSCc3cccc(F)c3)N4)CC2)cc1 (configuration not stated)
    -15	.	2	24	.	9	-10	-4	31
> Cc1c(CCO)c(=O)[nH]n1S(=O)(=O)c1cccc(C(F)(F)F)c1
    6	-1	4	-1	-4	-8	-4	4	5
> c1ccc(-c2nc3ccccc3c3nncn23)cc1
    -5	5	3	5	8	3	2	4	0
> Cc1cc(C)n(-c2nc3c(c(=O)[nH]c(=O)n3C)n2Cc2cccc(Br)c2)n1
    4	2	-3	4	2	-8	3	7	-4
> CCN(CCCNS(=O)(=O)c1cc(-c2cc(C)no2)ccc1C)Cc1ccccc1
    -3	5	-7	-2	6	-8	-1	0	-30
> N#C/C(=C1\CCCN1)c1ccc2ccccc2n1
    0	0	-6	4	1	-1	-2	-6	3
> C#CCOCCOCCOCCNc1nc(N2CCOCC2)nc(N2CCN(C(=O)[C@H]([C@@H](C)CC)n3cc([C@@H](N)Cc4ccc(O)cc4)nn3)CC2)n1
    1	1	-5	2	-6	1	-1	0	5
> CCCC(c1nnnn1C1CCCCC1)N1CCN(c2ncccn2)CC1 (configuration not stated)
    -5	-1	-3	4	4	-5	-3	-4	-2
> CCc1ccc(N(CC(=O)O)S(=O)(=O)c2c(C)noc2C)cc1
    -2	-2	-2	7	13	1	1	0	7
> Cc1ccc(NC(=O)c2cnn(-c3ccccc3)c2C)cc1C
    -2	1	-10	-3	3	1	3	2	13

Compounds shown so far that contain an aryl methoxy group:
Below each SMILES: PAD4 inh	PAFAH1B2 FP inh	PME-1 primary	pPAFAH inh	PAFAH1B3 FP inh	GSTO1 counter	LYPLA1 inh	LYPLA2 inh	PREPL inh
> COc1ccc(NC(=O)CNS(=O)(=O)c2cccs2)cc1
    -2	5	3	7	0	5	0	5	-4
> COc1ccc2nc(SCC(=O)C(C)(C)C)[nH]c2c1
    1	4	1	2	-2	4	3	0	-6
> COc1cc(C2N(C)C(=O)c3ccccc3N2C)ccc1O (configuration not stated)
    -4	0	-7	0	6	2	2	1	18
> COc1ccccc1NS(=O)(=O)c1ccc(N/N=C(\C)C(C)C)c([N+](=O)[O-])c1
    2	8	23	10	13	-1	4	3	18
> COc1ccc(-n2c(COc3ccccc3)nnc2SCc2ccc(C#N)cc2)cc1
    -4	8	2	4	-3	-8	2	10	9
> COc1ccccc1C(=O)NNC(=O)C(=O)NC(C)(C)C
    0	-2	-1	1	4	3	3	-1	2
> COc1ccccc1CNC(=O)c1cn(C)c2ccc(S(=O)(=O)N3CCCC3)cc2c1=O
    2	5	-2	6	-2	8	1	-5	2
> COc1ccc(N2CCN(C(=O)c3ccc4c(c3)NC(=O)C(CSCc3cccc(F)c3)N4)CC2)cc1 (configuration not stated)
    -15	.	2	24	.	9	-10	-4	31

Screening data from PubChem BioAssay.

Some of the compounds tested; count on the stated rates, not on these rows.
